AGP1 TOR yeast: yeast TOR pathway AGP1-GFP modulation; actives 0.02% (n = 320,000); S. cerevisiae AGP1-GFP multiplex flow cytometry, 3 h; GFP as percent of DMSO wells; GFP response vs DMSO, % at 10 µM;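 active = GFP response relative to DMSO above a set limit, near screen average plus 3 SD, cut at about 150% in these data; inconclusive = fewer than 70 cells counted for the yeast strain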;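 note: median GFP channel fluorescence of the gated AGP1 strain per well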
MEP2 TOR yeast: modulators of TOR pathway MEP2-GFP in S. cerevisiae; S. cerevisiae MEP2-GFP strain, flow cytometry GFP, 3 h; 100% = DMSO control level; actives 0.51% (n = 330,000); AID 2016; GFP response vs DMSO, % at 10 µM;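 active = GFP response versus DMSO above a set limit, roughly screen mean plus 3 SD, cut at about 180% in these data; inconclusive = fewer than 70 cells counted for a yeast strain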;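 note: median GFP fluorescence of the barcode-gated MEP2-GFP cells per well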
Efflux pump mplx: inhibitors of Candida antifungal efflux pumps expressed in yeast; S. cerevisiae Candida pump triplex, Nile Red efflux; inhibition, % at 10 µM; actives 0.44% (n = 330,000); AID 485275;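 active = plate passing quality check with inhibition over a set limit, or well fluorescence over plate mean plus 4 SD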;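 note: Nile Red retained in pooled yeast measured as flow cytometry median fluorescence; 0% = buffer negative control and 100% = Enniatin B positive control; higher means more Nile Red kept so more efflux inhibition; some compounds called inactive have numbers as strong as hits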
RPL19A TOR yeast: yeast TOR pathway RPL19A-GFP modulation. actives 0.3% (n = 330,000). percent response vs DMSO, % at 10 µM. AID 2025. S. cerevisiae RPL19A-GFP strain, flow cytometry, 3 h; hits give low values;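 active = percent response vs DMSO below 50%; inconclusive = fewer than 70 events counted for the yeast strain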;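 note: median channel GFP fluorescence of the barcoded RPL19A-GFP strain; ratio of sample median GFP to plate DMSO average so 100% = DMSO; lower means less RPL19A-GFP as with rapamycin TOR inhibition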
LAP4-GFP MLPCN: modulators of TOR pathway LAP4-GFP in S. cerevisiae; GFP response vs DMSO, % at 10 µM; S. cerevisiae LAP4-GFP multiplex, flow cytometry GFP, 3 h; median GFP as percent of DMSO wells; actives 0.34% (n = 320,000); AID 2023;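 active = GFP response vs DMSO above a set limit, about the screen mean plus 3 SD, cut at about 150% in these data; inconclusive = under 70 cell events counted for the yeast strain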
AHR activator: human AHR activation | P35869 | activation, % at 5 µM | AHR-responsive luciferase reporter cells, luminescence | actives 2.5% (n = 320,000); in the data active = activation above about 47%;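 note: 0% = vehicle wells and 100% = reference agonist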
Target sequence (P35869 whole entry, looked up): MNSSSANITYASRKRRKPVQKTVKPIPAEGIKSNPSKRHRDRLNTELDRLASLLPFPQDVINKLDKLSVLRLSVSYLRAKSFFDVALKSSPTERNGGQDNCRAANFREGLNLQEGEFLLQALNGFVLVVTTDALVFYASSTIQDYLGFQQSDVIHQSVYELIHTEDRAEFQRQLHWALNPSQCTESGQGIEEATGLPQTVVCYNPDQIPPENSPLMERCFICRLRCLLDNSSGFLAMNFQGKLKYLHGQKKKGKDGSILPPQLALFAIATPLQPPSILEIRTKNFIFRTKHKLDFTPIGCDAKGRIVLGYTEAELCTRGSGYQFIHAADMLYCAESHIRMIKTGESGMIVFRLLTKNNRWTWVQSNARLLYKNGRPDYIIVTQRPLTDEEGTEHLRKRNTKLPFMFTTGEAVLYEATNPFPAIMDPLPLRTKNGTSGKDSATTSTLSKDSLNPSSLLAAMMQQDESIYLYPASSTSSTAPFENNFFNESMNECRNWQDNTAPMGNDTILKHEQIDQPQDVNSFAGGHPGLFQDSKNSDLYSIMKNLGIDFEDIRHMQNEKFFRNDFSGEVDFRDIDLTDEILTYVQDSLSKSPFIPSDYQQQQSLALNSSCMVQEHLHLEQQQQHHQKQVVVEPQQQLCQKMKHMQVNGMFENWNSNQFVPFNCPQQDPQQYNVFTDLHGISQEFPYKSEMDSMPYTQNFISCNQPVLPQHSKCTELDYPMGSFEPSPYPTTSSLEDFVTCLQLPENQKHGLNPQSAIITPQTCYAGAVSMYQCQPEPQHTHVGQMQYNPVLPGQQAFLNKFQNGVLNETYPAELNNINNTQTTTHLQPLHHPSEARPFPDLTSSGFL
Yeast superoxide: lowers age-related superoxide in aged yeast cells. AID 2690. superoxide response (% of plate mean), % at 10 µM. S. cerevisiae aged cells, superoxide DHE fluorescence; hits give low values. actives 0.18% (n = 330,000);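 active = superoxide response under a set limit, about three screen SD below normal, cut at about 65% in these data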;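 note: yeast aged for seven days with compound at 30 °C before DHE staining; 100% = average MFI of all compound-treated wells on the plate with controls excluded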
CIT2 TOR yeast: yeast TOR pathway CIT2-GFP modulation. GFP response vs DMSO, % at 10 µM. S. cerevisiae CIT2-GFP strain, flow cytometry, 3 h; 100 means same as DMSO wells. actives 0.065% (n = 320,000);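 active = GFP response relative to DMSO above a set limit, near the screen mean plus 3 SD, cut at about 150% in these data; inconclusive = Fewer than 70 cells measured for a yeast strain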;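 note: ratio of well median GFP fluorescence to mean of DMSO wells on the plate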
Numbers without * were called inactive; ? = inconclusive; . = no result given; [ ] = another dose, or the depositor's remark.

SMILES	AGP1 TOR yeast	MEP2 TOR yeast	Efflux pump mplx	RPL19A TOR yeast	LAP4-GFP MLPCN	AHR activator	Yeast superoxide	CIT2 TOR yeast
COc1cc(C2C(C#N)=C(N)OC3=C2C(=O)CC(C)(C)C3)cc([N+](=O)[O-])c1O (stereo not drawn)	103	98	0.5	105	85	2	122	111
O=C(CCCCn1c(=S)[nH]c2ccsc2c1=O)NCc1ccc2c(c1)OCO2	102	100	0.2	102	95	27	93	97
O=C(NCc1ccc(Cl)cc1)c1cc2c(s1)CS(=O)(=O)C2	99	104	0.1	101	97	5	140	97
O=C(CC12CC3CC(CC(Br)(C3)C1)C2)OCCN1CCCCC1	92	88	0.2	89	94	2	98	93
CCOc1ccc(OCC)c(S(=O)(=O)NNC(=O)c2c(C)nc3ccccn23)c1	107	111	-0.1	110	104	9	88	102
CCN(CC)S(=O)(=O)c1cccc(-c2nnc(SCC(=O)c3cc(C)n(C4CC4)c3C)o2)c1	98	100	0.1	96	100	-2	101	95
CS(=O)(=O)N(CC(=O)NCc1ccc2c(c1)OCO2)C1CCCCC1	103	98	-0.1	97	96	3	94	.
O=C(CN(Cc1ccccc1)C1=NCCS1)c1ccccc1	102	115	0.4	100	103	-5	102	107
CCn1c(SCC(=O)c2ccc(OC)cc2)nnc1C(C)NC(=O)c1ccc(OC)cc1 (stereo not drawn)	.	93	-0.1	88	88	1	81	83
COc1ccc(C)cc1S(=O)(=O)NC(C)c1cnn(-c2ccccn2)c1C (stereo not drawn)	105	105	0.2	99	105	-1	108	104
N#CC1=C(N)SC(N)=C(C#N)C1c1c(Cl)cccc1Cl	99	103	-0.1	99	95	2	102	101
CC(C)CCOC(=O)C1[C@H]2C(=O)N(Cc3cccs3)C[C@]23C=C[C@H]1O3 (stereo partly drawn)	85	87	0.1	86	86	0	106	82
Cc1ccccc1CC(=O)NCCN1CCCCC1	103	105	0.0	103	99	-3	103	105
C=CCOc1ccc(CNc2ccc(NC(=O)CCC)cc2)cc1OCC	96	96	0.2	97	102	2	93	97
CC1=C/C(=N\OC(=O)/C=C/c2ccccc2)C(C)=CC1=O	101	116	0.0	100	99	0	95	103
CCC(=O)Nc1cccc(Br)c1	84	101	0.0	84	93	0	77	89
Cc1cc(Cl)ccc1OCC(=O)NCC(c1cccs1)N1CCOCC1 (stereo not drawn)	100	100	0.0	95	107	-1	90	94
CC(=O)c1ccc(NC(=S)Nc2cccc3cnccc23)cc1	107	100	-0.2	104	101	14	76	103
Clc1ccc(-c2ccccc2)cn1	97	88	-0.3	93	101	-3	98	104
Nc1ncnc2c1ncn2CCNCCc1ccccc1	105	95	-0.1	98	95	3	86	102
CC(C)n1c(-c2ccc(C(C)(C)C)cc2)n[nH]c1=S	97	100	-0.1	102	101	0	82	95
O=C(O)COc1ccc(F)cc1Br	107	106	-0.1	105	102	1	116	100
O=C(C1CCCC1)N1CCC(CC2CC(c3cccc(Br)c3)=NO2)(C(=O)NCC2CCCCC2)CC1 (stereo not drawn)	92	94	0.0	104	126	2	103	104
CCOC(=O)C1=C(Cn2ccc(C(F)(F)F)n2)NC(=O)NC1c1ccc2c(c1)OCO2 (stereo not drawn)	108	107	0.0	99	97	2	102	100
NC(=O)[C@@H]1CCCN1Cc1c(C(=O)N2CCc3ccccc3C2)nc2ccc(Cl)cn12	99[may fluoresce red and violet]	107[may fluoresce red and violet]	1.9	?	94[may fluoresce red and violet]	20	100	?
Cc1cc(C)c2sc(N(CCCN(C)C)C(=O)c3ccc(S(=O)(=O)N(C)Cc4ccccc4)cc3)nc2c1	100	96	-0.1	94	101	1	108	96
Nc1ccc(O)c([N+](=O)[O-])c1	101	103	0.0	103	106	-1	120	99
CC(C)(C)OC(=O)C(Cc1ccc(OC(C)(C)C)cc1)NC(=O)CNC(=O)CNC(=O)OCc1ccccc1 (stereo not drawn)	100	100	0.1	100	89	-1	95	95
Cc1cc(Cl)ccc1OCC(O)CN1C(C)CCCC1C (stereo not drawn)	105	103	-0.1	110	105	0	108	91
COC(=O)[C@H](CCSC)NC(=O)Nc1ccc(OC)c(Cl)c1	100	101	0.1	101	98	0	122	94
COc1cccc(CNC(=O)CN(C)S(=O)(=O)c2cnc[nH]2)c1	97	102	-0.1	93	98	2	112	96
Cc1cc(F)ccc1N1CCC(N2CCN(C)C(CCO)C2)CC1 (stereo not drawn)	94	101	0.3	94	88	0	106	96
O=C(c1cnn(Cc2ccccc2)c1)N1CCN(S(=O)(=O)/C=C/c2ccccc2)CC1	94	93	-0.2	90	92	-1	79	93
CC(OC(=O)CCCN=C1NS(=O)(=O)c2ccccc21)C(=O)NC1CCCCC1C (stereo not drawn)	105	99	0.0	97	100	7	105	103
COCCNC(=O)CCSc1nc(-c2ccc(OC)cc2)cc(C(F)(F)F)n1	102	103	0.0	105	96	-3	96	85
CCOc1ccc(-c2noc(CCC(=O)O)n2)cc1	104	102	-0.3	100	95	-5	108	108
O=C(C[C@H]1C/C=C\CC[C@@H](Cc2ccc(F)cc2)C(=O)OC[C@H]2CCCN2C1=O)NCCO	96	99	-0.3	96	96	-1	87	99
CCNC(=O)NC(=O)C(C)N1C(=O)NC(c2ccccc2)(c2ccccc2)C1=O (stereo not drawn)	97	96	-0.1	98	88	-2	94	92
CC(=O)C1=C(O)C(=O)N(c2ccc(O)cc2)C1c1ccccc1 (stereo not drawn)	100	98	0.0	106	89	1	115	95
CCNc1nc(CC)nc2c1oc1ccccc12	94	102	-0.5	98	104	17	68	104
Cc1ccc(S(=O)(=O)N2CCN(C(=O)c3ccccn3)CC2)c(C)c1	96	104	-0.2	94	91	1	106	97
CSc1cccc(NC(=O)c2[nH]c(C)c(C(C)=O)c2C)c1	98	112	-0.3	102	115	13	99	101
O=C(OCC(=O)N1CCCC1)c1cnc(Cl)c(Cl)c1	93	106	0.2	95	107	-1	93	84
Cn1cc(S(=O)(=O)N2CCNCC2)cc1C(N)=O	99	99	0.0	101	98	-1	101	103
CCN(CC(=O)Nc1cc(OC)ccc1OC)Cc1nc2ccccc2c(=O)[nH]1	99	101	0.0	99	94	2	100	95
O=C(O)[C@H]1CCCN1S(=O)(=O)c1cccc2cccnc12	82	94	-0.2	96	127	1	89	73
Nc1c(C(=O)Nc2ccccc2)sc2ncc([N+](=O)[O-])cc12	115	105	0.0	105	118	-3	100	104
c1ccc(CCc2nc(-c3ccncc3)no2)cc1	94	95	0.0	103	98	3	96	88
Cc1ccc(S(=O)(=O)N(C)CCCC(=O)n2nc(C)cc2C)cc1	95	100	0.2	101	83	1	101	.
COC(=O)CSc1nc(Cc2ccccc2)nc2ccccc12	88	91	0.0	90	103	-2	110	81
O=C(O)C1CCN(C(=O)CCc2ccccc2)CC1	101	107	0.0	99	119	1	104	97
Cc1ccc(/C=N/Nc2nnc(Cl)c3ccccc23)cc1	99	93	-0.2	103	104	61*	97	94
C[C@H](NC(=O)c1ccccc1)C(=O)N1CCC2(CC1)NCCc1[nH]cnc12	95	97	0.0	95	91	0	89	95
O=C(NNC(=O)c1ccccc1-n1cccc1)c1cccc(Cl)c1	104	103	0.0	101	106	13	95	101
COc1ccccc1NC(=O)N1CCc2[nH]c3ccc(F)cc3c2C1	101	93	-0.3	100	95	45	111	105
O=C(CSc1n[nH]c(-c2cccs2)n1)NCCc1ccccc1	109	107	-0.2	108	108	29	112	115
Cn1nc(C(=O)OCC(=O)c2ccc(Cl)cc2)c2ccccc2c1=O	95	104	-0.1	98	92	1	83	109
CC(C)CN(C(=O)CN(C)CC(=O)Nc1ccc(Cl)c(C(F)(F)F)c1)c1c(N)n(CC(C)C)c(=O)[nH]c1=O	97	92	0.0	95	95	0	83	99
Cc1occc1C(=O)N1CCCC(CCC(=O)NCc2ccc(F)c(F)c2)C1 (stereo not drawn)	97	103	-0.1	99	100	0	110	101
CCC(=O)Nc1sc2c(c1C(N)=O)CCN(Cc1ccccc1)C2	100	94	-0.1	94	95	8	88	99

In the list so far, these have a furan ring, fused or not.
SMILES	AGP1 TOR yeast	MEP2 TOR yeast	Efflux pump mplx	RPL19A TOR yeast	LAP4-GFP MLPCN	AHR activator	Yeast superoxide	CIT2 TOR yeast
CCNc1nc(CC)nc2c1oc1ccccc12	94	102	-0.5	98	104	17	68	104
Cc1occc1C(=O)N1CCCC(CCC(=O)NCc2ccc(F)c(F)c2)C1 (stereo not drawn)	97	103	-0.1	99	100	0	110	101

Next results follow.
SMILES	AGP1 TOR yeast	MEP2 TOR yeast	Efflux pump mplx	RPL19A TOR yeast	LAP4-GFP MLPCN	AHR activator	Yeast superoxide	CIT2 TOR yeast
O=c1[nH][nH]c2cc(=O)n(-c3cccc(C(F)(F)F)c3)nc12	105	104	0.0	106	95	-2	95	98
Cc1ccc(S(=O)(=O)NCCOCCNS(=O)(=O)c2ccc(C)cc2)cc1	88	101	0.0	90	91	7	112	96
Cc1ccc(-n2[nH]c(C)c(C=Nc3ccc(Br)cn3)c2=O)cc1	107	108	-0.1	114	109	71*	117	113
CCc1noc(C)c1C(=O)OCC(=O)Nc1ncc(Cl)cc1Cl	98	105	0.3	102	102	-1	94	98
S=C(Nc1ccccc1)Nc1ccc(Br)cn1	97	104	-0.1	103	99	38	98	100
COc1ccc(C(CC(=O)N2CCCCC2)C(C)C)cc1 (stereo not drawn)	100	102	0.2	97	109	-2	108	93
O=C(CN1CCCC1)Nc1ccc(S(=O)(=O)N2CCCCC2)cc1	103	107	0.0	106	94	-2	85	115
COc1ccc(CCNS(=O)(=O)c2ccc(OC)c(OC)c2)cc1OC	102	97	0.0	101	102	3	85	102

Grouped by structure, those above containing an aryl methoxy group.
SMILES	AGP1 TOR yeast	MEP2 TOR yeast	Efflux pump mplx	RPL19A TOR yeast	LAP4-GFP MLPCN	AHR activator	Yeast superoxide	CIT2 TOR yeast
COc1cc(C2C(C#N)=C(N)OC3=C2C(=O)CC(C)(C)C3)cc([N+](=O)[O-])c1O (stereo not drawn)	103	98	0.5	105	85	2	122	111
CCn1c(SCC(=O)c2ccc(OC)cc2)nnc1C(C)NC(=O)c1ccc(OC)cc1 (stereo not drawn)	.	93	-0.1	88	88	1	81	83
COc1ccc(C)cc1S(=O)(=O)NC(C)c1cnn(-c2ccccn2)c1C (stereo not drawn)	105	105	0.2	99	105	-1	108	104
COC(=O)[C@H](CCSC)NC(=O)Nc1ccc(OC)c(Cl)c1	100	101	0.1	101	98	0	122	94
COc1cccc(CNC(=O)CN(C)S(=O)(=O)c2cnc[nH]2)c1	97	102	-0.1	93	98	2	112	96
COCCNC(=O)CCSc1nc(-c2ccc(OC)cc2)cc(C(F)(F)F)n1	102	103	0.0	105	96	-3	96	85
CCN(CC(=O)Nc1cc(OC)ccc1OC)Cc1nc2ccccc2c(=O)[nH]1	99	101	0.0	99	94	2	100	95
COc1ccccc1NC(=O)N1CCc2[nH]c3ccc(F)cc3c2C1	101	93	-0.3	100	95	45	111	105
COc1ccc(C(CC(=O)N2CCCCC2)C(C)C)cc1 (stereo not drawn)	100	102	0.2	97	109	-2	108	93
COc1ccc(CCNS(=O)(=O)c2ccc(OC)c(OC)c2)cc1OC	102	97	0.0	101	102	3	85	102
